Screening data from PubChem.
SARS 3CLpro inh: SARS-CoV 3CLpro protease inhibition. recombinant SARS-CoV 3CLpro, quenched FRET peptide cleavage. 0.14% of 290,000 active. inhibition, % at 6 µM. P0C6X7; in the data active means inhibition above about 12%
PrPC surface inh: reduces human prion protein on the cell surface; P04156; cell surface PrPC, TR-FRET read-out; inhibition, % at 13.8 µM; 0.43% of 370,000 active; in the data active means inhibition above about 24%; further: 0% = median of the test wells and 100% = reference compound wells
VHR inh abs: DUSP3 (human) phosphatase inhibition. P51452. recombinant VHR phosphatase, pNPP absorbance. inhibition, % at 13.3 µM. 0.52% of 290,000 active. AID 1654; in the data active means inhibition above about 50%; further: some compounds called inactive have numbers as strong as hits
Target sequence (P51452 whole entry, looked up): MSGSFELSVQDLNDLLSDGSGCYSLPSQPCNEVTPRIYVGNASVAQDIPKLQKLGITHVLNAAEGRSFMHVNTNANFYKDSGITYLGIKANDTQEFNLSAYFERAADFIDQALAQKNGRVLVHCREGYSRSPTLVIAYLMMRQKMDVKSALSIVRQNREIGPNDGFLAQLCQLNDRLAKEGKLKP
Rv3671c inh: inhibits the M. tuberculosis serine protease Rv3671c; 0.048% of 320,000 active; inhibition, % at 5.96 µM; AID 2606; in the data active means inhibition above about 38%;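 further: extracellular domain of Rv3671c used as enzyme; 0% = enzyme with DMSO and 100% = no enzyme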
Target sequence (P9WHR9 whole entry, looked up, the tested form may be a part): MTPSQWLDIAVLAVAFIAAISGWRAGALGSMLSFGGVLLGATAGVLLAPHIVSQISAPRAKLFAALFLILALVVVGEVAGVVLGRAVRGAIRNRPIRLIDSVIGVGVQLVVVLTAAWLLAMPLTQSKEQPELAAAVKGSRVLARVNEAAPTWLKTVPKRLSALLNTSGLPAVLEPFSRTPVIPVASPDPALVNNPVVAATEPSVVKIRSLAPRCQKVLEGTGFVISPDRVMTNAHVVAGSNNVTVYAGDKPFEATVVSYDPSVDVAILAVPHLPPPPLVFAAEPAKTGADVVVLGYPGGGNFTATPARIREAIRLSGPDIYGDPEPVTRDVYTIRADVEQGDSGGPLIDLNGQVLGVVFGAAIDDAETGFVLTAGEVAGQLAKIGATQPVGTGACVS
CCHF vOTU inh: blocks the CCHF virus ovarian tumor domain protease. CCHFV vOTU protease, Pep-AMC fluorescence. inhibition, % at 11.5 µM. 0.55% of 370,000 active. AID 651958; in the data active means inhibition above about 30%; further: 0% = vehicle wells with enzyme and 100% = no enzyme wells
BH1578 lux ind: inducers of Vibrio cholerae quorum light production without autoinducers; activation, % at 18.7 µM; AID 588436; V. cholerae BH1578 lux reporter, luminescence, 6 h; 0.16% of 350,000 active; in the data active means activation mostly above about 9.7%, no sharp cut-off; further: not every result past the cut was called active; inactives centre near 0; reference of the scale not given here
Y pestis TopoI: blocks Yersinia pestis topoisomerase I activity | Y. pestis Topo-I cleavage product accumulation, plate reader | activity, % at 10 µM | 0.064% of 360,000 active | AID 504884; in the data active means activity above about 50%, passing the limit was not always enough; further: inactives centre near 2
PriA SSB inh: inhibitors of Klebsiella pneumoniae PriA binding to SSB C-terminal tail; AlphaScreen SSBct-PriA binding, biotinylated peptide; inhibition, % at 33 µM; 0.6% of 430,000 active; in the data active means inhibition mostly above about 37%, no sharp cut-off; inactive means mostly below about 20%;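 further: plate controls were negative control peptide for no effect and reference peptide for full effect; strong numbers were not always called active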
TcdB GH inh: blocks C. difficile toxin B glycohydrolase activity. inhibition, % at 9.99 µM. P18177. 0.24% of 350,000 active. TcdB glycohydrolase enzymatic assay, plate reader; in the data active means inhibition above about 10%
MazEF act: activators of E. coli MazEF toxin-antitoxin RNase; P0AE70; FAM/BHQ RNA-DNA oligo cleavage fluorescence, 5 h; activation, % at 20 µM; 0.32% of 350,000 active; AID 504720; in the data active means activation above about 50%
Target sequence (P0AE70 whole entry, looked up): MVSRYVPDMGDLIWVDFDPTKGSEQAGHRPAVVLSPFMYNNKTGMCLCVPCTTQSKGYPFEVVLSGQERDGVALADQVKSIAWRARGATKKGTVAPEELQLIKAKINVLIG
Active calls of the source: *; i = inactive; . = no result given; & = joins results of further samples.

molecule,Rv3671c inh,MazEF act,VHR inh abs,SARS 3CLpro inh,TcdB GH inh,Y pestis TopoI,PriA SSB inh,BH1578 lux ind,CCHF vOTU inh,PrPC surface inh
CCCN1CC(O)=C(C#N)C1=O,1,-6,16,5,1.9,-3,-1,i,-3,-1
Cc1ccc(Cl)cc1N1CCN(S(=O)(=O)c2c(C(=O)N3CCOCC3)c(C)n(C)c2C)CC1,6,6,8,6,-0.5,19,12,i,-12,-3
C=CC[C@@H](Cc1ccc(F)cc1)C(=O)OC[C@H]1CCCN1C(=O)[C@@H](CC=C)CC(=O)N(CCO)Cc1ccccc1,4,2,.,.,1.2,26,5,i,31*,-2
COc1cccc(CN(C)CC(=O)Nc2cccc3ccccc23)c1,-4,-7,-11,4,1.3,17,-16,i,5,6
Cc1ccc(S(=O)(=O)N(CC(=O)N/N=C/c2ccccc2C(=O)O)c2cc(Cl)cc(Cl)c2)cc1,-10,-6,18,5,0.4,19,.,-0.4,3,-1
Cc1cc(N2CCCCC2)nc(SCC(=O)c2ccccc2)n1,3,-10,43,-2,.,5,-3,-0.9,-7,-3
Cc1cc(C)c2nc(N3CCC(C(=O)NCc4cccnc4)CC3)sc2c1,-2,0,8,-3,0.7,25,-13,.,-34,-1
CCOC(=O)C(CCSC)Nc1nc(Cl)nc(Nc2ccc(Cl)cc2)n1 (stereo unspecified),-19,1,.,.,-1.5,2,7,-1.4,-13,7
Cc1nonc1OCCNc1ccc([N+](=O)[O-])cc1[N+](=O)[O-],0,9,2,4,.,-11,13,-0.3,24,-53
COc1ccc(Cl)cc1NC(=O)CN(C)C(=O)c1cn(-c2ccccc2)nc1-c1cccs1,.,-40,.,.,-1.0,-12,.,i,3,8

Following part
molecule,Rv3671c inh,MazEF act,VHR inh abs,SARS 3CLpro inh,TcdB GH inh,Y pestis TopoI,PriA SSB inh,BH1578 lux ind,CCHF vOTU inh,PrPC surface inh
CN(C)S(=O)(=O)c1cccc(NC(=O)COC(=O)CCC(=O)c2cccs2)c1,-9,4,9,0,-4.6,8,9,i,0,13
CC(C)c1ccc(C2=NN(c3ccccc3)C(=O)CC2)cc1,3,4,-4,-1,1.5,-10,-34,-0.7,-7,9
CC(C)(C)NC(=O)c1ccc(COCC(F)(F)F)o1,9,5,0,-2,1.0,2,-9,4.8,0,3
NNC(=O)CSc1ncc(-c2ccccc2)[nH]1,0,-1,-9,0,-1.3,1,-12,0.4,-1,-1
O=C(Cn1cc(C(F)(F)F)ccc1=O)N/N=C/c1ccccc1,4,0,33,2,-0.5,6,.,i,2,-3
CNCC/C=C1/c2ccccc2CSc2ccccc21,-3,15,-5,-2,.,-9,3,-0.3,9,0
C#CCOCCOCCOCCNc1nc(N2CCOCC2)nc(N2CCN(C(=O)[C@H]([C@@H](C)CC)n3cc(CCCCN)nn3)CC2)n1,-11,-3,0,-2,8.0,13,4,-0.3,20,4
O=C(O)CCCC(=O)Nc1cccc(-c2nc3ccccc3[nH]2)c1,4,2,-4,-2,.,8,-11,-2.9,9,10
C#CCOCCOCCOCCNc1nc(N2CCN(C(=O)[C@H](CC(N)=O)n3cc([C@@H](N)CC(N)=O)nn3)CC2)nc(N2CCN(C(=O)[C@H](CC(N)=O)n3cc([C@@H](N)CC(N)=O)nn3)CC2)n1,-2,4,.,.,0.6,0,-3,-0.4,2,-5
CCCn1c(C(C)Nc2nc(-c3ccc(OC)cc3)cs2)nc2ccccc21 (stereo unspecified),3,3,24,-2,0.5,-5,2,1.0,7,6

Additional entries follow.
molecule,Rv3671c inh,MazEF act,VHR inh abs,SARS 3CLpro inh,TcdB GH inh,Y pestis TopoI,PriA SSB inh,BH1578 lux ind,CCHF vOTU inh,PrPC surface inh
CN(C)CCCNC(=S)Nc1ccc(Br)cc1,1,6,-10,0,-0.7,-13,-1,-0.2,-12,-2
CCN1C(=O)[C@H]2[C@@H](c3ccc(-c4ccc5c(c4)OCO5)c(OC)c3)N[C@@](C)(C(=O)OC)[C@H]2C1=O,3,-2,.,.,0.2,5,4,0.0,-7,-3
Cc1ccc2c(c1)=NC(=O)/C(=C/c1c(O)[nH]c(=O)[nH]c1=O)C=2,-23,-7,11,0,0.3,-7,.,i,10,8
CC1(C)Cc2cccc(C(=O)NC3CCN(Cc4ccccc4)CC3)c2O1,3,2,27,0,-3.8,-6,-15,7.1,-1,-6
c1cnc(N2CCNCC2)nc1,1,6,3,3,1.7,11,-5,-0.5,1,-2
COc1ccc(CNC(=O)C2CCN(C(=O)c3cccc(Cl)c3)CC2)cc1,-3,6,23,-5,0.7,4,-10,i,-6,2
Cc1nc2sccn2c1-c1csc(NCc2ccccc2)n1,-4,-6,16,-2,.,-1,15,i,-7,10
CN(C1CCCCC1)S(=O)(=O)c1ccc(=S)[nH]c1,3,0,.,.,1.2,0,-13,-0.3,-5,5
CCc1nc2cc3sc(CC)nc3cc2s1,-5,3,12,-2,1.7,6,-1,-2.8,9,-2
CC(=O)N/C(=C/c1ccc(Cl)cc1)C(=O)NCCc1c[nH]c2ccccc12,1,-1,4,3,.,-2,4,4.5,9,-8

Following part.
molecule,Rv3671c inh,MazEF act,VHR inh abs,SARS 3CLpro inh,TcdB GH inh,Y pestis TopoI,PriA SSB inh,BH1578 lux ind,CCHF vOTU inh,PrPC surface inh
CCOc1ncccc1C(=O)Nc1ccc(F)c(Cl)c1,-3,4,25,-4,-1.2,7,-13,-0.4,16,0
CC(C)C(NCC(=O)Nc1ccccc1C(=O)NC1CC1)c1ccccc1 (stereo unspecified),3,2,.,.,4.8,17,-2,-3.8,10,2
O=C(CN(Cc1ccco1)C(=O)Cn1nnc(-c2cccs2)n1)NCc1ccccc1,-3,4,17,-8,.,17,-4,i,-1,0
O=C(NCCC1=CCCCC1)c1ccc(-n2cncn2)cc1,0,3,.,.,1.0,-9,-4,-0.3,5,-1
O=C(NC1CCCCCC1)C1c2ccccc2C(=O)N1Cc1ccco1 (stereo unspecified),4,-1,10,-3,.,6,0,-0.3,-6,-4
O=c1cc2ncc(-c3[nH]ncc3[N+](=O)[O-])cn2[nH]1,8,2,-11,0,1.5,-9,-1,-0.6,2,-3
CCc1nn(CC(=O)NCCCN2CCOCC2)c(=O)c2cc3cc(F)ccc3n12,5,4,9,0,-1.4,-2,-5,0.1,7,-21
Cc1nnc2sc(SCC(=O)N3CCC(C)CC3)nn2c1=O,-2,-3,19,-1,0.4,9,-2&-22,-1.7,22,-4
C[C@@H]1CCC2[C@](C)(CO)[C@@H](O)CC[C@]2(C)[C@@]12CC[C@@](CO)(CC(=O)O)O2 (stereo partly specified),-4,4,.,-5,6.8,7,15,10,-6,0
COC(=O)c1ccc(CSc2nnc(Nc3ccc(OC)cc3)s2)o1,1,-6,22,6,.,8,-4,-1.0,8,1

New compounds follow:
molecule,Rv3671c inh,MazEF act,VHR inh abs,SARS 3CLpro inh,TcdB GH inh,Y pestis TopoI,PriA SSB inh,BH1578 lux ind,CCHF vOTU inh,PrPC surface inh
CCN(Cc1ccccc1)C(=O)COC(=O)c1cnc(C)cn1,4,14,31,-3,-0.3,-3,-1,-1.2,4,-4
Cc1ccc(S(=O)(=O)N2CCCC2)cc1C(=O)Nc1ccc(-n2cnnn2)cc1,12,9,.,.,0.0,2,0,-2.5,-2,8
CCN(CC)CCCN(C(=O)c1ccccc1F)c1nc(-c2ccc(OC)cc2)cs1,1,31,-2,2,-0.8,2,27,-0.7,0,-14
Cc1ccsc1C(=O)C1CCCN(Cc2ccc(O)cc2)C1 (stereo unspecified),-2,6,20,-2,0.2,0,10,-0.2,-3,-3
NC(=O)c1cc2cc(Cc3ccccc3Cl)ccc2oc1=O,-8,4,28,2,0.7,5,-1,i,-25,-1
Cn1c(=O)[nH]c(=O)c2c1nc(SCc1ccccc1Cl)n2CC(N)=O,-6,.,28,2,1.3,4,.,-0.3,4,0
O=C(NNC1CC(c2ccccc2)=NN1C(=O)c1ccccc1)c1ccccc1 (stereo unspecified),4,-11,4,5,-0.8,-8,10,2.1,-5,5
N#Cc1sc2nc(C3CC3)cc(-c3ccc(Cl)cc3)c2c1N,-9,0,-5,-8,.,-1,-97,3.8,-22,-6
COc1cccc(N2C(=O)C3C(C2=O)C3(c2ccccc2)c2ccccc2)c1 (stereo unspecified),-7,3,-1,2,1.9,-7,-4,-0.5,-9,3
Cc1ccc(OCC(=O)NNC(=O)c2ccccc2OCc2c(C)noc2C)cc1,3,10,.,.,-1.0,2,-9,i,-1,-3

The listing continues:
molecule,Rv3671c inh,MazEF act,VHR inh abs,SARS 3CLpro inh,TcdB GH inh,Y pestis TopoI,PriA SSB inh,BH1578 lux ind,CCHF vOTU inh,PrPC surface inh
Cc1cc(C)n(CCn2nc(C)cc2C)n1,-2,9,25,-3,.,3,-12,i,13,5
CC(C(=O)Nc1ccc(F)cc1Cl)N(C)CCOc1ccccc1 (stereo unspecified),8,-4,10,-2,1.1,38,-26,i,4,5
O=C(Cc1ccccc1)NCc1n[nH]c(=S)n1-c1ccccc1,-15,1,40,2,0.7,5,-1,-0.7,2,1
CC(C)CCC(C(=O)O)C(C)CC(=O)NC1CCCCC1 (stereo unspecified),-1,5,7,-4,.,3,-31,1.0,2,-4
O=C(C=P(c1ccccc1)(c1ccccc1)c1ccccc1)c1ccccc1-c1ccccc1C(=O)C=P(c1ccccc1)(c1ccccc1)c1ccccc1,.,-35,.,.,-1.2,3,3,i,2,22
Cc1csc(NC(=O)CSc2nc3[nH]c(=O)cc(O)c3s2)n1,.,5,.,.,1.8,-8,-14,i,-6,-1
COC(=O)c1cnn(-c2ccc(C)c(C)c2)c1-n1cccc1,-6,2,3,0,.,7,-17,6.2,-5,3
O=C1c2ccccc2C(=O)N1Cc1ccccn1,1,12,10,-2,0.1,-2,-15,-0.3,-14,13
COc1ccc(C(=O)N2CC(=O)N(CCc3ccccc3)C(=O)C2)cc1OC,2,4,8,0,.,4,-8,i,3,0
CS(=O)(=O)c1ccc(C(=O)OCc2nnc(-c3ccccc3)o2)cc1[N+](=O)[O-],.,-5,9,-4,-0.1,-4,10,-0.9,-8,-12
CC(=O)c1ccccc1C(=O)N1CCCC(CNC(=O)c2ccccc2Cl)C1 (stereo unspecified),6,5,-48,0,0.3,4,-3,0.9,-9,-1

At a glance, some entries already given:
molecule,Rv3671c inh,MazEF act,VHR inh abs,SARS 3CLpro inh,TcdB GH inh,Y pestis TopoI,PriA SSB inh,BH1578 lux ind,CCHF vOTU inh,PrPC surface inh
Cc1cc(C)n(CCn2nc(C)cc2C)n1,-2,9,25,-3,.,3,-12,i,13,5
CC(C(=O)Nc1ccc(F)cc1Cl)N(C)CCOc1ccccc1 (stereo unspecified),8,-4,10,-2,1.1,38,-26,i,4,5
O=C(Cc1ccccc1)NCc1n[nH]c(=S)n1-c1ccccc1,-15,1,40,2,0.7,5,-1,-0.7,2,1
CC(C)CCC(C(=O)O)C(C)CC(=O)NC1CCCCC1 (stereo unspecified),-1,5,7,-4,.,3,-31,1.0,2,-4

A portion of the library; the hit share may differ from the screen's.
